Compound activity: PubChem BioAssay, several laboratories
NS5 inhibitors = Dengue-2 NS5 methyltransferase inhibitors, primary screen, biochemical, confirmation dose response (AID 588689) | Genome polyprotein (Dengue virus type 2 (strain 16681-PDK53)) | Dengue-2 NS5 methyltransferase capping enzyme assay, biochemical; higher % means a stronger effect | inhibition, % at 25 µM, or IC50 in µM where a hit was titrated | 340,000 tested, 0.3% active; in the data active means a potency from the dose series; inconclusive means inhibition above about 29% without an active follow-up result
West Nile antiviral = West Nile virus antiviral activity, cell-based, CPE readout (AID 1621). West Nile virus-infected cells, CPE inhibition; higher % means a stronger effect. CPE inhibition, % at 10 µM; hits with a dose series show IC50 in µM. 290,000 tested, 0.02% active; in the data active means a potency from the dose series; inconclusive means CPE inhibition mostly from about 3.7% at the one dose, without a potency; inactive means the rest, 99 in 100 with CPE inhibition below about 2.2%; further: strong numbers were not always called active
SV40 large T antigen = SV40 large T antigen inhibitors, biochemical (AID 1903); 310,000 tested, 0.39% active; one-dose inhibition, % at 20 µM; IC50 in µM for titrated hits; SV40 large T antigen ATPase/helicase inhibition assay; higher % means a stronger effect; in the data active means a potency from the dose series; inconclusive means inhibition mostly from about 32% at the one dose, without a potency; inactive means the rest, 99 in 100 with inhibition below about 32%; further: strong numbers were not always called active
AID2073 = inhibitors of Mint1-CaV2.2 protein interaction, biochemical, HTRF (AID 2073); Voltage-dependent N-type calcium channel subunit alpha-1B (Homo sapiens); HTRF protein-protein interaction, Mint1-CaV2.2; higher % means a stronger effect; one-dose inhibition, % at 20 µM; IC50 in µM for titrated hits; 290,000 tested, 0.19% active; in the data active means inhibition mostly above about 51%, no sharp cut-off; inconclusive means no clear call, values can overlap the other calls; inactive means mostly below about 53%; further: some results filed as inactive read as strong as hits
Siah-1 displacement = Siah-1 peptide-binding antagonists, primary screen, biochemical, fluorescence polarization, rhodamine-plectin, uHTS (AID 1817). E3 ubiquitin-protein ligase SIAH1 (Homo sapiens). Siah-1 / rhodamine-plectin peptide fluorescence polarization; higher % means a stronger effect. one-dose displacement, % at 20 µM; IC50 in µM for titrated hits. 290,000 tested, 0.02% active;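 active means displacement of at least 50% at 20 µM, with a fluorescence ratio check between 0.3 and a set limit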;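 further: plate controls were Siah plus tracer with DMSO for no effect and tracer alone without Siah for full effect; strong numbers were not always called active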
RSV antiviral HEp-2 = RSV antiviral activity via CPE protection, HEp-2 cells, primary 10 µM value included (AID 2391). HEp-2 cells, RSV-induced CPE inhibition; higher % means a stronger effect. one-dose CPE inhibition, % at 10 µM; IC50 in µM for titrated hits. 310,000 tested, 0.13% active; in the data active means a potency from the dose series; inconclusive means CPE inhibition mostly from about 23% at the one dose, without a potency; inactive means the rest, 99 in 100 with CPE inhibition below about 21%; further: strong numbers were not always called active
K1F lysis inhibition = inhibition of K1F phage lysis, E. coli UTI89, bacterial capsule biogenesis inhibitors, alamar blue (AID 488966); E. coli UTI89 K1F phage lysis, alamar blue, 2 h; higher % means a stronger effect; one-dose inhibition, % at 100 µM; IC50 in µM for titrated hits; 340,000 tested, 0.02% active;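 active means phage lysis inhibition, versus mean bacterial control, above a set limit; inconclusive means no clear call, values can overlap the other calls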;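 further: capsule biogenesis inhibitors block K1F phage lysis so surviving cells raise fluorescence; higher fluorescence means more inhibition of phage lysis; actives were called in the ten point dose series up to 300 µM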
NTR1 agonist = agonists of NTR1, primary screen, imaging, U2OS cells, beta-arrestin-GFP, high content (AID 493036). NTR1-U2OS beta-arrestin-GFP spot imaging, agonist mode. 330,000 tested, 0.17% active. activation, % at 20 µM;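 active means activation at or above 40% of the spot to cytoplasm intensity ratio, with at least 20 cells analyzed; inconclusive means wells under 20 cells, flagged as cytotoxic or low count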;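 further: 0% = DMSO without peptide and 100% = 100 nM NTR1 peptide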
Target sequence (P30989 whole entry, looked up): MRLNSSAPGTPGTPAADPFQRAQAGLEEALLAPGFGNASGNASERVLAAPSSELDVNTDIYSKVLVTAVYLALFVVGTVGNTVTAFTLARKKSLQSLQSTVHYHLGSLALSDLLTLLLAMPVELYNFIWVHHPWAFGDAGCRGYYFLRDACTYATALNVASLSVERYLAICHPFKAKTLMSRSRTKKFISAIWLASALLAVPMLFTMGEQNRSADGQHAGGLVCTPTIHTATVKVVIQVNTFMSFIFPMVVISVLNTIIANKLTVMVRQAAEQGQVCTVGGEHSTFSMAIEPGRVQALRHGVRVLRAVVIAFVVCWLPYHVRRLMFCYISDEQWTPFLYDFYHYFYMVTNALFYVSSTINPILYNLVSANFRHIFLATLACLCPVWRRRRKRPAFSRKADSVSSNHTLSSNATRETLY
MgcRacGAP inhibition = MgcRacGAP GTPase-activating activity inhibitors, confirmation, biochemical, ADP Hunter fluorescence; Rac GTPase-activating protein 1 (Homo sapiens); MgcRacGAP-stimulated Rac1 GTP hydrolysis, ADP Hunter fluorescence; higher % means a stronger effect; GST-tagged Rac1 F28L mutant substrate; inhibition, % at 30 µM, or IC50 in µM where a hit was titrated; 340,000 tested, 0.6% active; AID 624330, 2012;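 active means first-screen hits whose inhibition reached a set limit at any dose in the follow-up dose series; inconclusive means inhibition above the set first-screen limit but never retested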;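 further: fluorescence reports GDP produced by GAP-driven GTP hydrolysis; strong numbers were not always called active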
NTR1 agonist cell count 20 µM = second read-out of NTR1 agonist, no call of its own (marks repeat the call); cell count; measured here: cell count, cytotoxicity flag
The depositor's hits bear a star; ? = inconclusive; . = no result given; [ ] = another dose, or the depositor's remark.

Below each compound – NS5 inhibitors	West Nile antiviral	SV40 large T antigen	AID2073	Siah-1 displacement	RSV antiviral HEp-2	K1F lysis inhibition	NTR1 agonist	NTR1 agonist cell count 20 µM	MgcRacGAP inhibition
> Cc1cc(C(=O)Nc2ccc3c(c2)OCCO3)c2ccccc2n1
  -1.5%	-0.1%	8.2%	-10.1%	-0.5%	0.6%	0.2%	-1.6	60	-1.4%
> CCCCCC/C(C=O)=C\c1ccccc1
  -0.7%	.	.	.	.	0.7%	-1.7%	-0.3	51	-0.5%
> NNC(=O)COc1ccc(F)cc1
  2.9%	0.2%	4.6%	9.0%	5.9%	1.1%	-2.3%	0.9	50	10.0%
> COc1ccc(/C=C2\SC(=S)N(CCC(=O)N3CCCCC3)C2=O)cc1
  -1.7%	?	8.2%	1.9%	0.5%	-0.3%	0.1%	3.1	41	6.6%
> Cc1ccc(CSc2nnc(-c3ccncc3)o2)c(C)c1
  -3.4%	-0.3%	17.3%	1.6%	0.8%	0.2%	4.0%	4.9	94	8.3%
> COc1ccccc1-c1nnc(NC(=O)c2ccc(S(=O)(=O)N3CCOCC3)cc2)o1
  -10.0%	-1.1%	6.2%	13.0%	0.0%	0.5%	0.1%	-0.7	52	8.0%
> COc1cc(OC)cc(C(=O)Nc2nnc(-c3cccnc3)o2)c1
  -3.0%	0.6%	2.9%	14.4%	-4.8%	-0.2%	0.2%	0.4	62	-0.5%
> CCN1C(=O)N(CC)C2C1N(C(C)=O)C(=O)N2C(C)=O (stereo unspecified)
  -7.5%	-0.1%	6.6%	-4.4%	0.6%	0.8%	-0.1%	1.4	42	11.3%
> Cc1cc(C(F)(F)F)nn1CC(=O)NCc1ccccc1
  -6.5%	0.1%	3.2%	-2.3%	1.5%	1.7%	0.4%	0.7	47	10.1%
> CCOC(=O)c1ccc(-c2ccc3c(c2)CCC3)nc1C
  -5.2%	-0.7%	9.2%	4.6%	-0.4%	1.2%	-0.2%	2.7	86	-1.4%
> COc1ccccc1C(=O)n1nc(-c2cccnc2)nc1NCc1ccccc1
  -1.6%	-0.7%	0.6%	-1.7%	-0.9%	.	0.1%	.	.	3.8%
> CC(C)NC(=O)c1sc2nc3c(c(-c4cccs4)c2c1N)CN(C)CC3
  4.8%	-0.1%	2.7%	-3.6%	0.7%	0.3%	6.7%	0.8	42	4.0%
> O=C(NCc1ccco1)c1cc2nc(C3CC3)cc(C(F)(F)F)n2n1
  .	0.1%	4.5%	2.9%	2.9%	1.9%	0.1%	-0.7	53	11.2%
> COc1ccc(OC)c(C2=NOC(C(=O)NCc3cccs3)C2)c1 (stereo unspecified)
  1.8%	-0.8%	3.4%	-8.6%	-0.3%	1.7%	-0.2%	-0.4	94	8.6%
> Cc1ccc(NC(=O)CN2CCN(CCN=CC3=C(O)CC(c4ccc(C)cc4)CC3=O)CC2)cc1 (stereo unspecified)
  -3.0%	1.2%	26.4%	-4.9%	0.4%	3.1%	0.1%	1.0	53	7.6%
> CN(C)S(=O)(=O)c1ccc(C(=O)NCCOc2ccc(F)cc2)cc1
  -5.7%	-0.3%	-18.9%	-1.3%	-6.7%	-0.4%	1.5%	1.4	74	7.8%
> N#Cc1ccc(CSc2nnc3[nH]c(=O)cc(N)n23)cc1
  -4.7%	1.3%	10.7%	4.3%	-1.5%	-0.7%	-3.1%	-0.6	34	1.3%
> NC(=O)c1ccc(N2CCN(c3ccccc3O)CC2)c([N+](=O)[O-])c1
  -2.2%	-1.5%	7.4%	22.4%	-1.7%	19.1%	0.2%	0.3	72	-3.8%
> Cc1ccc(C)c(N2CCN(C(=O)CCc3nc(-c4ccc(Br)cc4)no3)CC2)c1
  2.6%	.	.	.	.	.	0.3%	4.1	47	8.1%
> COC(=O)CNC(c1ccccc1)c1cc(Cl)ccc1NC(=O)c1cccc(Cl)c1 (stereo unspecified)
  2.6%	-1.6%	9.5%	1.7%	-1.2%	11.4%	0.2%	4.3	54	6.0%
> CCC1CCCCN1CCNC(=O)C1CCN(S(=O)(=O)c2cccc3nsnc23)CC1 (stereo unspecified)
  5.4%	-0.4%	10.6%	0.3%	0.6%	0.3%	-0.2%	0.1	39	7.2%
> COC(=O)C1CCN(CC(=O)Nc2cc(Cl)ccc2OC)CC1
  .	0.3%	8.0%	2.0%	-2.1%	-0.9%	.	0.6	58	.
> Cc1ccc(NC(=O)c2ccc(OC(=S)N3CCOCC3)cc2)cc1
  -0.8%	0.2%	0.2%	-2.7%	-1.2%	1.1%	-0.1%	-0.1	86	2.0%
> CCOc1ccc(C(=O)Nc2ccc(S(=O)(=O)NCC3CCCO3)cc2)cc1OCC (stereo unspecified)
  -1.9%	-1.1%	7.3%	-1.3%	0.9%	0.9%	-0.1%	-0.4	77	10.3%
> Cc1cc(C)cc(C(=O)NCC(=O)OCC(=O)NC2CC2)c1
  8.0%	.	.	.	.	.	0.0%	0.1	54	9.9%
> COc1ccc(N2CCN(c3nc4c(C)cccn4c(=O)c3/C=C(\C#N)C(N)=O)CC2)cc1
  3.9%	-0.7%	24.6%	2.3%	-1.2%	11.6%	0.1%	5.9	100	23.3%
> Cc1[nH]nc2ncc(C(=O)c3cc(Cl)cc(Cl)c3O)cc12
  -3.2%	-0.1%	7.6%	21.3%	-1.5%	7.3%	0.8%	-1.9	63	7.2%
> Cc1nnc2sc(SCc3ccccc3)nn2c1=O
  .	-0.4%	-0.9%	-5.3%	-1.4%	-0.3%	.	-0.9	60	.
> Cc1ccc(NC(=O)C2CCCN(S(=O)(=O)c3ccc4[nH]c(=O)ccc4c3)C2)nc1 (stereo unspecified)
  -0.9%	2.6%	15.7%	5.0%	3.7%	2.1%	0.3%	-0.5	44	13.0%
> CCN=C1SC(C(=O)NCCc2ccccc2)CC(=O)N1CC (stereo unspecified)
  3.7%	0.0%	15.2%	-4.0%	-2.1%	0.9%	1.9%	-1.4	62	2.8%
> Nc1nnc(CC(=O)N/N=C/c2ccc(-c3cccc(C(=O)O)c3)o2)s1
  0.8%	0.1%	28.5%	29.0%	-1.9%	-1.1%	0.4%	0.0	51	8.9%
> Cc1ccc(NC(=O)c2c([N+](=O)[O-])c(C(C)(C)C)nn2C)c(C)c1
  -3.2%	-0.7%	15.4%	2.8%	4.3%	16.4%	5.7%[50 µM]	0.2	76	5.8%
> C/C(=N\NC(N)=S)C1=CCC2C3CC[C@H]4CC(O)CC[C@]4(C)C3CC[C@]12C (stereo partly specified)
  -10.9%	0.3%	6.4%	-9.1%	31.6%	12.0%	0.3%	21.7	91	2.9%
> COc1ccc(-c2[nH]ncc2CNC(C)CCn2cccn2)cc1F (stereo unspecified)
  -5.3%	-0.4%	22.2%	3.8%	19.7%	-1.2%	0.1%	0.8	68	5.7%
> CCS(=O)(=O)Nc1cccc(C2=NN(C(=O)c3ccco3)C(c3ccco3)C2)c1 (stereo unspecified)
  -12.5%	0.8%	0.2%	6.6%	-3.9%	0.8%	0.2%	-0.9	34	5.3%
> CC(C)[C@@H](COc1ccccc1)N1CCN(Cc2ccccc2)CCC1=O
  -6.1%	-0.2%	9.9%	15.4%	-2.9%	-0.3%	0.9%	1.8	102	7.3%
> CCCCN(C)C(=S)Nc1ccc(Oc2ccccc2)cc1
  -1.4%	-0.8%	2.8%	-22.1%	5.5%	8.4%	5.0%	0.3	44	10.6%
> CCCN1C2CCCC1CC(NC(=O)NC13CC4CC(CC(C4)C1)C3)C2 (stereo unspecified)
  .	-0.1%	-0.8%	11.5%	-6.7%	-0.1%	-0.5%	0.0	69	13.1%
> O=C(Nc1ccc(S(=O)(=O)N2CCCCC2c2cccnc2)cc1)c1c(F)cccc1F (stereo unspecified)
  3.5%	-0.9%	9.3%	-6.8%	-5.0%	2.4%	-0.2%	-0.9	112	-2.8%
> Cc1cc(NC(=O)CN2CCN(c3ccc(O)cc3)CC2)no1
  -0.8%	1.1%	9.24µM*	-103.5%	-3.5%	1.6%	2.2%	1.8	53	?
> Cc1c(OC(C)C(=O)N2C[C@H]3C[C@@H](C2)c2cccc(=O)n2C3)ccc2c3c(c(=O)oc12)CCC3 (stereo partly specified)
  -8.7%	0.2%	.	2.8%	-0.4%	0.1%	1.2%	-0.5	84	11.5%
> Cc1nc2ccc(NC(=O)[C@H](C)N3C(=O)C4CC=CCC4C3=O)cc2s1 (stereo partly specified)
  1.8%	.	.	.	.	.	0.8%[50 µM]	-1.5	47	4.7%
> COc1ccccc1N1CCN(C(=O)c2sc3nc(C)nc(N4CCN(c5ccccn5)CC4)c3c2C)CC1
  3.3%	-0.3%	1.9%	11.9%	3.9%	49.1%	0.0%	4.6	42	8.0%
> Cn1c(Oc2ccc(F)cc2)c(C=O)c2ccccc21
  -3.9%	-0.7%	4.4%	6.1%	4.9%	4.1%	-3.1%	3.1	30	6.3%
> CN(C)C(CNC(=O)c1ccccc1OCc1ccc(Cl)cc1)c1ccco1 (stereo unspecified)
  -8.0%	.	16.2%	.	.	-2.0%	1.4%[50 µM]	3.5	56	2.5%

3 of the entries above in order of the West Nile antiviral value, falling:
molecule | West Nile antiviral
Cc1cc(NC(=O)CN2CCN(c3ccc(O)cc3)CC2)no1 | 1.1%
CCCCN(C)C(=S)Nc1ccc(Oc2ccccc2)cc1 | -0.8%
O=C(Nc1ccc(S(=O)(=O)N2CCCCC2c2cccnc2)cc1)c1c(F)cccc1F (stereo unspecified) | -0.9%

(next part)
Below each compound – NS5 inhibitors	West Nile antiviral	SV40 large T antigen	AID2073	Siah-1 displacement	RSV antiviral HEp-2	K1F lysis inhibition	NTR1 agonist	NTR1 agonist cell count 20 µM	MgcRacGAP inhibition
> Cc1cc2occ(CC(=O)NC3=NCCS3)c2cc1C(C)C
  -13.5%	-0.6%	-2.6%	-5.6%	-0.7%	0.8%	0.2%	2.4	88	0.5%
> CCC(C(=O)NC(C)(C)C)N(C(=O)Cn1nnc(-c2ccccc2F)n1)c1cccc2c1CCCC2 (stereo unspecified)
  -3.3%	0.8%	2.5%	0.1%	3.0%	-1.6%	0.0%	0.8	80	8.5%
> O=C(NN1CC(C(=O)OCc2ccc(Br)cc2)CC1=O)c1ccccc1 (stereo unspecified)
  -2.0%	-0.1%	16.1%	5.2%	12.2%	1.2%	1.3%[50 µM]	1.7	51	-5.2%
> CCOc1ccccc1N(CC)C(=O)Cn1ncc2c(=O)oc3ccccc3c21
  -6.9%	0.0%	2.4%	-5.2%	-0.2%	0.6%	-0.6%	-0.4	40	4.3%
